# Screening data deposited in PubChem BioAssay by Fisher Drug Discovery Resource Center.
# mcGAS lum – inhibitors of mouse cGAS | Q8C6L5 | recombinant cGAS, Kinase-Glo ATP depletion luminescence | inhibition, % at 12.5 µM | 160,000 tested, 0.15% active;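 note: 0% = negative control wells and 100% = reference inhibitor with no enzyme activity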
# hcGAS lum – human cGAS inhibition; Q8N884; inhibition, % at 12.5 µM; recombinant h-cGAS, ATP depletion, Kinase-Glo luminescence; AID 1259398; 290,000 tested, 0.081% active;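 note: 0% = vehicle reaction and 100% = reaction without DNA for no activity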
# Target sequence (Q8N884 whole entry, looked up): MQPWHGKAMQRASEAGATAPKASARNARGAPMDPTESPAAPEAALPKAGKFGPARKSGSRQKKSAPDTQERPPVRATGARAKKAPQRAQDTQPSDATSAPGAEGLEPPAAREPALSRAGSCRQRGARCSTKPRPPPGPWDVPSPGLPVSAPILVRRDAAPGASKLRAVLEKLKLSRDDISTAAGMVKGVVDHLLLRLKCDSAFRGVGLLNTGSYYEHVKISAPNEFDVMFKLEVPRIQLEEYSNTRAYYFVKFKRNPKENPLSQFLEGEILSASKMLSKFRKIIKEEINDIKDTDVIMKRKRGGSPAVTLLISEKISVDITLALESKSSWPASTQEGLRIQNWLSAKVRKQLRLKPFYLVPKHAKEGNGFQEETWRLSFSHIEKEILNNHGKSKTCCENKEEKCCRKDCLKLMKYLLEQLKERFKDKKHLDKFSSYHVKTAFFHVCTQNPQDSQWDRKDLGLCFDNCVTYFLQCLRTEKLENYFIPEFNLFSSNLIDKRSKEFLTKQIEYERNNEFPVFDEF
# NPYLR7 agonist – mosquito NPYLR7 agonism; HEK293T NPYLR7/Galpha15, GCaMP6s calcium fluorescence; activation, % at 10 µM; 270,000 tested, 0.15% active; AID 1259423; in the data active = activation above about 40%;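 note: 0% = vehicle and 100% = reference agonist at the receptor; some compounds past the cut are filed as inactive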
# Numbers without * were called inactive; nt = no result given; & = joins results of further samples. Cut-off read from the data, not from the text of the source, unless noted: active = inhibition above about 40%; inactive = the rest.
SMILES,mcGAS lum,hcGAS lum,NPYLR7 agonist
COc1cc2c(cc1OC)C(c1c(F)cccc1Cl)N(C(=O)c1cc(C(F)(F)F)cc(C(F)(F)F)c1)CC2 (stereo not drawn),-5,-3,21
CCOC(=O)NC(CNC(=O)Cc1c(C)nn(C(F)F)c1C)CC(C)C (stereo not drawn),nt,-12,-4
CCCCC(=O)N(C)c1c(C)nc2ccc(C(=O)N(CC)CCN(C)C)cn12,-2,-5,9
Oc1ccc(CN2CCCn3cccc3C2c2ccc(C(F)(F)F)cc2)cc1 (stereo not drawn),-4,-8,33
Cc1ccc(-n2nc(C3CC3)c(C(=O)N3CCCCC3)c2C)cc1,-7,-8,4
CSc1cccc(NC(=O)NCCNc2cc(-n3cccn3)ncn2)c1,-5,-1,-8
CCOC(=O)c1cc(-c2cccc(NC(=O)c3ccc4sccc4c3)c2)n(-c2ccc(F)cc2)n1,-6,-4,26
NC(=O)CN1CCCN(C(=O)c2ccc(Cn3nnc4ccccc43)cc2)CC1,nt,6,-6
COc1cccc(CN(CC2CCCO2)C(=O)c2csc3c2CCCC3)c1 (stereo not drawn),-17,-4,3
CCOC(=O)N1CCN(C2CCCN(C(=O)C3=CCCC3)C2)CC1 (stereo not drawn),nt,-11&-7,4&4
CCOC(=O)C(=O)Nc1nc(-c2cc3cc([N+](=O)[O-])ccc3oc2=O)cs1,-2,3,-17
C=CCn1c(COc2ccc(C(C)(C)C)cc2)nnc1SC(C)C(=O)NC(N)=O (stereo not drawn),nt,3,0
COc1ccc2nc(N(CCCn3ccnc3)C(=O)/C=C/c3cccs3)sc2c1,-8,-8,-14
Cc1noc(-c2ccc3c(c2)OCO3)c1C(=O)NCc1cccc(Cl)c1,-8,-8,5
O=C(/C=C/c1cnc[nH]1)Nc1ccccc1N1CCCCC1,nt,3,4
C=C(C)CSc1nnc(NC(=O)c2ccccc2OC)s1,-4,1,16
CC(C)OCCCNC(=O)c1ccc(NS(=O)(=O)c2ccc(Br)s2)cc1,-8,-6,1
CCCCc1cn(CC2CCN(C(=O)C3CC=CCC3)CC2)nn1 (stereo not drawn),-17,-7,0
CO[C@H]1C(=O)N(C)C2(CCN(C(=O)/C=C/c3ccccc3)CC2)[C@@H]1C(=O)Nc1ccccc1,-9,-10,4
O=C(Cc1ccc(N2CCNC2=O)cc1)N1CCCC(Nc2ccc(F)c(F)c2)C1 (stereo not drawn),nt,-8,6
CC1(C)SCC(C(=O)NCc2cccnc2Oc2ccccc2F)NC1=O (stereo not drawn),nt,-5,0
CCCc1nnc2c(C(=O)NCCC3=CCCCC3)cccn12,-4,-6,-6
CCOc1ccc(NC(=S)N2CC(=O)N3CCc4cc(F)ccc4C3C2)cc1 (stereo not drawn),-4,-5,15
CCS(=O)(=O)N1CCC(C(=O)NC2CCCC[C@H]2NC(=O)c2ccccc2)CC1 (stereo partly drawn),0,5,nt
COc1ccc(S(=O)(=O)Nc2ccc(-c3cn4ccc(C)nc4n3)cc2)cc1C,nt,-7,2
SMILES,mcGAS lum,hcGAS lum,NPYLR7 agonist
CS(=O)(=O)c1ccc(CN2CCN3C(C(=O)N4CCCCC4)=COC3=NC2=O)cc1,nt,-5,1
COCc1cc(C)nc(OCC(=O)N/N=C\c2ccc(O)cc2)c1C#N,-4,-4,0
CCN1CC(C(=O)Nc2ccc(OC(F)(F)F)cc2)CC1=O (stereo not drawn),nt,5,-3
O=C(Nc1cnn(CC(F)(F)F)c1)N1CCCC2CCCC21 (stereo not drawn),nt,-4,-22
Cc1ccccc1-n1ncc(C(=O)N2CCCC2)c1C,-6,-5,31
NC(N)=NC(N)=Nc1ccc(Br)cc1,-4,-7,0
O=C(Cc1cccs1)NN=Cc1cc(Br)ccc1O,-5,-5,3
CCCC(=O)N(CCCOC)CC(=O)N(Cc1cccn1Cc1ccccc1Cl)CC(C)C,-5,-5,-10
COc1cc(OC)c(OC)cc1/C=C1N=C(/C=C/c2ccc(C)cc2)OC\1=O,nt,-1,-2
COC(=O)c1ccc(COC(=O)c2cc(C)n(C3CC3)c2C)o1,nt,-4,8
C=CCNC(=O)C(NC(=O)c1cccs1)C1CCN(C(=O)c2ccc(OC)cc2)CC1 (stereo not drawn),0,1,-8
CCc1[nH]nc(C(=O)N2CCOC(CCCC(C)C)C2)c1C (stereo not drawn),nt,-5,5
CN(C)CC1CN(CC(O)COCc2ccco2)CCO1 (stereo not drawn),nt,-5,5
Nc1nc(-c2cc3ccccc3oc2=O)nc2c1c(=O)oc1ccccc12,nt,-5,2
CC(NC(=O)c1cc(-c2ccccc2)nc2c1cnn2C(C)C)c1ccc(S(C)(=O)=O)cc1 (stereo not drawn),nt,-8,-6
N#Cc1c(Cl)nsc1NCC1CCN(c2ccc(F)c(F)c2)C1 (stereo not drawn),-16,-1&-8,-20&-6
CC(C)C(=O)N1CCN(C(=O)c2cc3ccc(F)cc3s2)CC1,nt,-5,3
CC1(C)CC2CC(C)(CN2C(=O)c2coc(CN3CCNCC3)n2)C1 (stereo not drawn),nt,-1,7
CSc1ccc(CN2C(=O)C(C)ON=C2c2ccccc2)cc1 (stereo not drawn),nt,17,-6
COc1ccc(C=NNC(=O)CC2C(=O)NN=C3c4ccccc4N=CN32)cc1OC (stereo not drawn),nt,-4,11
CC(NC(=O)c1ccco1)C(=O)Nc1oc(-c2ccco2)c(-c2ccco2)c1C#N (stereo not drawn),nt,2,14
Clc1ccc(Cl)c(C=C2CCNCC2)c1,nt,-11,0
CC(=O)Nc1ccc(CN(C)Cc2nncn2C(C)C)cc1,nt,-5,-4
O=C(NC(C(=O)N/N=C\c1cc2c(cc1[N+](=O)[O-])OCO2)c1n[nH]c(=O)c2ccccc12)c1ccccc1 (stereo not drawn),-1,1,-6
CN(Cc1cnn(-c2ccccc2)c1)Cc1ccnn1-c1ccccc1,nt,-10,-3

# 2 of these compounds in a different format.
# Results follow in this order: mcGAS lum, hcGAS lum, NPYLR7 agonist
O=C(NC(C(=O)N/N=C\c1cc2c(cc1[N+](=O)[O-])OCO2)c1n[nH]c(=O)c2ccccc12)c1ccccc1 (stereo not drawn)
 : -1, 1, -6
CN(Cc1cnn(-c2ccccc2)c1)Cc1ccnn1-c1ccccc1
 : nt, -10, -3

# (cont.)
SMILES,mcGAS lum,hcGAS lum,NPYLR7 agonist
CCCCOc1ccc(C(=O)N2CCC(C(=O)NCCNC(=O)c3ccccc3)CC2)cc1,-8,-4,16
CN(C)CCn1c2c(c(SCC(=O)Nc3nc4ccccc4s3)nc1=O)CCCC2,-8,-10,-3
CCCc1cc(=O)[nH]c2nnc(SCC(=O)NC(C)C)n12,-9,-3,-13
O=[N+]([O-])c1ccc(Oc2ncnc3sc4c(c23)CCC4)c(Cl)c1,nt,-2,0
COc1cccc(NC(=O)NCc2nnnn2C2CCCCC2)c1OC,nt,-11,4
CCc1nc2c(OCc3ccc(C(=O)N(C)C)cc3)cccn2c1N(C)C(=O)c1cccc(OC)c1,2,1,-7
Cc1ccc(C2c3cccn3CCCN2Cc2ccc(O)cc2)cc1C (stereo not drawn),-1,-2,10
c1coc(CNc2ccnc3c(-c4cccc5ccccc45)cnn23)c1,4,2,-1
O=C(c1ccc(N2CCCC2)cc1)N1CCCC(Nc2ccc(F)cc2)C1 (stereo not drawn),-5,-2,nt
CC(C)NC(=O)CN1CCCN(C(=O)CCc2cc(F)ccc2F)CC1,nt,-11,3
COc1cccc(-c2cn[nH]c2C2CCN(C(=O)CN3CCOC3=O)CC2)c1,nt,-6,4
CCCNC(=O)C1(C)CCN1C(=O)C1(c2ccccc2)CCCC1 (stereo not drawn),-5,-5,16
CC(C)OCCCNC(=O)c1ccc(-c2cc(-c3ccc4c(c3)OCCO4)n[nH]2)cc1,-6,-11,6
CC(C)C(C)N(Cc1cc(NC(=O)c2cccc(F)c2)ccc1N(C)C)C(=O)NC(C)(C)C (stereo not drawn),-7,-6,0
CCc1ccccc1NC(=O)C(=O)N1CCN(C)C2(CCN(C)CC2)C1,-13,-7,21
CSc1nc(-c2ccccc2)[nH]c1S(=O)(=O)c1ccccc1,2,-7,1
Cn1c(=O)c(-c2ccccc2)c(O)c2ccccc21,0,0,9
O=c1[nH]c(=S)[nH]nc1Cc1ccc(Cl)c(Cl)c1,nt,4&-1,-10&0
Fc1ccc(C2CC(c3ccco3)=Nc3ccccc3S2)cc1 (stereo not drawn),nt,-4,12
O=C1Cc2cc(S(=O)(=O)Nc3ccc4c(c3)CCC4)ccc2N1,nt,-3,6
CCC(C)NC(=O)CN1CCc2sccc2C1c1cccs1 (stereo not drawn),nt,-11,13
COCC(=O)NCC1=CCCN(Cc2ccc3ccccc3n2)C1,-2,-1,2
Cc1cc(C)n(CCCN(C)c2nc(-c3ccccc3)nc3c2CCNC3)n1,nt,-2,0
CCC(C(=O)Nc1cc(-c2cn3nc(OC)ccc3n2)ccc1F)c1ccccc1 (stereo not drawn),-10,-8,-8
COC(=O)Cc1c(C)n[nH]c1C,-1,7,3

# Part of the list above, with values under each structure:
# Value order – mcGAS lum, hcGAS lum, NPYLR7 agonist
CCCCOc1ccc(C(=O)N2CCC(C(=O)NCCNC(=O)c3ccccc3)CC2)cc1
  -8, -4, 16
CN(C)CCn1c2c(c(SCC(=O)Nc3nc4ccccc4s3)nc1=O)CCCC2
  -8, -10, -3
CCCc1cc(=O)[nH]c2nnc(SCC(=O)NC(C)C)n12
  -9, -3, -13
O=[N+]([O-])c1ccc(Oc2ncnc3sc4c(c23)CCC4)c(Cl)c1
  nt, -2, 0
COc1cccc(NC(=O)NCc2nnnn2C2CCCCC2)c1OC
  nt, -11, 4
CCc1nc2c(OCc3ccc(C(=O)N(C)C)cc3)cccn2c1N(C)C(=O)c1cccc(OC)c1
  2, 1, -7
Cc1ccc(C2c3cccn3CCCN2Cc2ccc(O)cc2)cc1C (stereo not drawn)
  -1, -2, 10
c1coc(CNc2ccnc3c(-c4cccc5ccccc45)cnn23)c1
  4, 2, -1
O=C(c1ccc(N2CCCC2)cc1)N1CCCC(Nc2ccc(F)cc2)C1 (stereo not drawn)
  -5, -2, nt
CC(C)NC(=O)CN1CCCN(C(=O)CCc2cc(F)ccc2F)CC1
  nt, -11, 3
COc1cccc(-c2cn[nH]c2C2CCN(C(=O)CN3CCOC3=O)CC2)c1
  nt, -6, 4
CCCNC(=O)C1(C)CCN1C(=O)C1(c2ccccc2)CCCC1 (stereo not drawn)
  -5, -5, 16
CC(C)OCCCNC(=O)c1ccc(-c2cc(-c3ccc4c(c3)OCCO4)n[nH]2)cc1
  -6, -11, 6
CC(C)C(C)N(Cc1cc(NC(=O)c2cccc(F)c2)ccc1N(C)C)C(=O)NC(C)(C)C (stereo not drawn)
  -7, -6, 0
CCc1ccccc1NC(=O)C(=O)N1CCN(C)C2(CCN(C)CC2)C1
  -13, -7, 21
CSc1nc(-c2ccccc2)[nH]c1S(=O)(=O)c1ccccc1
  2, -7, 1
Cn1c(=O)c(-c2ccccc2)c(O)c2ccccc21
  0, 0, 9
O=c1[nH]c(=S)[nH]nc1Cc1ccc(Cl)c(Cl)c1
  nt, 4&-1, -10&0
Fc1ccc(C2CC(c3ccco3)=Nc3ccccc3S2)cc1 (stereo not drawn)
  nt, -4, 12
O=C1Cc2cc(S(=O)(=O)Nc3ccc4c(c3)CCC4)ccc2N1
  nt, -3, 6
CCC(C)NC(=O)CN1CCc2sccc2C1c1cccs1 (stereo not drawn)
  nt, -11, 13

# Additional results follow:
SMILES,mcGAS lum,hcGAS lum,NPYLR7 agonist
Cc1cc(Cl)ccc1C(=O)N1CC[C@@H]2CC[C@H](C1)N2C,-16,-4,1
Cc1cc(-n2cccn2)ccc1CN1CCC(CO)(CC2CCCCO2)CC1 (stereo not drawn),-8,-4,6
CN(C)c1ccc(CNC(=O)C2Cc3c(-c4cccc(C(N)=O)c4)ccnc3O2)cc1 (stereo not drawn),-6,-6,-16
CCOc1ccc(N2C(=O)NC(=O)/C(=C\c3ccc(O)cc3)C2=O)cc1,-8,-5,4
NC(=O)c1ccc(NC(=O)CS(=O)(=O)c2cn(CC(=O)N3CCCCCC3)c3ccccc23)cc1,-7,-8,-5
Cc1cc(C)c(NC(=O)CCC(=O)NCC(C)n2cncn2)c(C)c1 (stereo not drawn),nt,1,0
CCOc1ccc(NC(=O)Cn2c(=O)n(Cc3ccco3)c(=O)c3sc4ccccc4c32)cc1,-7,0,2
CCCC(=O)N1CCN(c2ncnc3c2nnn3-c2ccccc2)CC1,1,2,-11
CN(CC(=O)Nc1cnn(CC(F)(F)F)c1)S(C)(=O)=O,nt,-2,2
O=C(Cn1nc(-c2cccs2)c2sc(N3CCOCC3)nc2c1=O)NCc1ccco1,1,-2,1
Cc1cc(=O)[nH]c(NN=Cc2c(C)oc3ccccc23)n1,-10,-9,2
O=S(=O)(CCN1CCCCC1)c1c(F)c(F)nc(N2CCCCC2)c1F,2,4,nt
CC1ON=C(c2ccccn2)N(C)C1=O (stereo not drawn),nt,9,0
CC(C)N(CC(=O)N(Cc1ccc2c(c1)OCO2)Cc1ccco1)C(=O)Nc1ccc(Cl)c(Cl)c1,-5,-7,13
Cc1ccc(C)c([C@@H]2C[C@H]3CN(C4CCCC4)C(=O)[C@]34CCCN24)c1,nt,-5,4
CCN1C(=O)[C@H]2[C@@H](c3csc(C(C)=O)c3)N[C@@](CC)(C(=O)OC)[C@H]2C1=O,-10,-5,-1
O=C(NCCc1ccncc1)C1CN(C(=O)CC2CCCCC2)CC12CCOCC2 (stereo not drawn),-6,-16,nt
Cc1ccc2oc(-c3ccc(NC(=O)c4ccc(F)cc4)c(C)c3)nc2c1,-1,0,10
Cc1cc(=O)c(C(=O)NCc2cccnc2N(C)Cc2ccccc2)c[nH]1,nt,-8,0
Cc1nc2ccc(C(=O)N[C@@]3(c4ccccc4)CCCC[C@H]3O)cc2nc1C,nt,-3,10
COc1ccc(C(=O)N2C[C@@H](O)[C@H](NCCN3CCNC3=O)C2)cc1,nt,-8,3
CCCc1n[nH]c(=S)s1,nt,-6,-5
CN(Cc1noc2c1CCCC2)C(=O)CC[C@@H]1CCCN2CCCC[C@H]12,-7,-17,nt
COc1cccc(CC(=O)NCc2ccsc2)c1,nt,-6,14
